KCNQ2 inh – KCNQ2 potassium channel inhibitors, primary screen, cell-based, CHO-K1, FluxOR thallium flux, B-score (AID 2156); O88943; B-score at 10 µM; 310,000 compounds, 1.1% hits; 20 min; hits give low values;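 active = fluorescence ratio B-score at most minus 3 library SDs, with starting brightness B-score within 2 library SDs, cut at about -5.5 in these data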
STK33 kinase inh – inhibitors of human STK33 kinase; Q9BYT3; purified STK33, MBP phosphorylation, ADP-Glo luminescence; inhibition, % at 10 µM; 320,000 compounds, 0.073% hits; AID 2661;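 active = inhibition at or above 25%, using the most active replicate where run in duplicate; inactive = inhibition below 25%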
Target sequence (Q9BYT3 whole entry, looked up): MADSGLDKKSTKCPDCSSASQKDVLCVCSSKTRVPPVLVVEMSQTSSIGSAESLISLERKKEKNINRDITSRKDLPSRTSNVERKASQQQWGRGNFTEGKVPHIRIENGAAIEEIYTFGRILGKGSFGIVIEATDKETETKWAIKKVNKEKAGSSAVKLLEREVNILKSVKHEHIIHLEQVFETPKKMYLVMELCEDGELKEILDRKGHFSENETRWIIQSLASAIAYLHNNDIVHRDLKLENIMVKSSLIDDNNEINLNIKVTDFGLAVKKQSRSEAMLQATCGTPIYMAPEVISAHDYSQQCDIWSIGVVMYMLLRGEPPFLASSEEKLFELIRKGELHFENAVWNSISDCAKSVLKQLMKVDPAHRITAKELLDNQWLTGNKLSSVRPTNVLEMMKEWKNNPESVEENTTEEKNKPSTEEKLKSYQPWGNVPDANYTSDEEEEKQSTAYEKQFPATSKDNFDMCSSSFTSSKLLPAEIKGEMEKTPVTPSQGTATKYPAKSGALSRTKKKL
Kir21 block – inhibitors of mouse Kir2.1 inward-rectifier potassium channel | B-score at 10 µM | HEK293-Kir2.1, FluxOR thallium flux fluorescence; hits give low values | P35561 | AID 1672 | 310,000 compounds, 0.85% hits;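 active = fluorescence ratio B-score at or below minus 3 SD of library scores, with starting-brightness B-score within 2 SD, cut at about -4.2 in these data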;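 also: channel flux triggered by added potassium and thallium sulfate stimulus; B-score of peak minus minimum fluorescence over baseline after thallium stimulus; more negative B-score means stronger Kir2.1 block with less thallium influx; some compounds called inactive have numbers as strong as hits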
Target sequence (P35561 whole entry, looked up): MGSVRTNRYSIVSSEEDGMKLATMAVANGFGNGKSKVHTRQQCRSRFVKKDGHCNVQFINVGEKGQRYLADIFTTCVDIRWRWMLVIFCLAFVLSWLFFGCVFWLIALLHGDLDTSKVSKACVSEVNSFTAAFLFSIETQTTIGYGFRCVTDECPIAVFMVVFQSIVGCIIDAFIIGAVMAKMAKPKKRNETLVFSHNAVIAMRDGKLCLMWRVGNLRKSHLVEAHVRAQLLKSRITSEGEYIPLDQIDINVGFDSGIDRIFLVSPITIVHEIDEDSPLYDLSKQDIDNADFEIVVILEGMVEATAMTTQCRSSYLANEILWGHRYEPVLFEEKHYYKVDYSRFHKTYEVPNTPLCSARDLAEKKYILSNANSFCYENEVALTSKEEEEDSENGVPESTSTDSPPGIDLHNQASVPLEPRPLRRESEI
Numbers without * were called inactive; i = inactive; . = no result given.

SMILES	KCNQ2 inh	STK33 kinase inh	Kir21 block
CSCCC(NC(=O)C1CCC(C)CC1)C(=O)Nc1ccc(NC(C)=O)cc1 (stereo not given)	i	0.7	0.34
Cc1nc(C2CCCCC2)c(-c2ccccc2)c(N2CCOC2=O)c1C	i	-0.2	-0.44
CCn1c(SCC(=O)NC(C)(C)C)nnc1-c1ccccn1	i	-3.3	-1.11
COc1cc(C2C(C#N)=C(N)Oc3c2ccc2ccccc32)ccc1OCC(=O)Nc1ccc(C)cc1 (stereo not given)	i	0.9	1.48
O=C(N/N=C/c1ccccn1)NC12CC3CC(CC(C3)C1)C2	i	0.0	0.2
COc1ccc(N(CC(=O)Nc2ccc3c(c2)OCO3)S(C)(=O)=O)c(OC)c1	i	1.4	1.82
CCS(=O)(=O)c1ccc(O)c(NC(=O)Nc2ccccc2)c1	i	-1.3	-0.26
OCC1(CCOc2ccccc2)CCN(Cc2ccc3cccc(F)c3n2)CC1	i	-1.0	1.4
O=C(CC(=O)Nc1ccccc1C(=O)O)NNC(=O)Cc1ccccc1	i	-1.1	-1.96
COC(CNC(=O)c1ccc2c(c1)nc(C)n2-c1cccc(C)c1)OC	i	-2.7	0
O=[N+]([O-])c1ccc(Nc2nc(NC3CCCCC3)nc(N3CCCC3)n2)cc1	i	-0.4	1.59
CCOC(=O)c1c(-c2ccccc2)oc2ccc(OCC(N)=O)cc12	i	-1.3	1.27
Cc1nc(Sc2ccc(Cl)cc2)c(C#N)c(C)c1[N+](=O)[O-]	i	-0.5	-0.71
COC(=O)c1ccc(OC(=O)c2cccnc2)cc1	i	-1.0	-1.14
CCCCC(C(=O)OCC(=O)c1ccc(OC)cc1)N1C(=O)c2ccccc2C1=O (stereo not given)	i	-1.4	1.17
CS/C(N)=N/N=C/c1c(O)ccc2ccccc12	i	5.0	0.45
Nn1c(SCC(=O)Nc2ccc3c(c2)OCO3)nnc1-c1cccc(Cl)c1	i	-0.4	0.01
Cc1ccc(C)c(SCC(=O)NCc2ccco2)c1	i	-1.4	-0.44
C=CCNC(=O)/C=C/c1cccs1	i	-0.4	1.09
Cc1cc([N+](=O)[O-])nn1CCCC(=O)N1CCN(c2ccc(F)cc2)CC1	i	-1.6	0.33
Cc1ccccc1OCCNCC(C)O (stereo not given)	i	-1.2	-0.15
CCOC(=O)C1CCN(CC(=O)Nc2cc(S(=O)(=O)N3CCOCC3)ccc2C)CC1	i	-1.7	0.75
CCCOc1ccc(-c2nnc(N)s2)cc1	i	0.6	1.42
Cc1ccccc1C(=O)NC(CC(C)C)C(=O)N1CCN(c2ccccc2)CC1 (stereo not given)	i	-3.4	-0.76
CS(=O)(=O)CCC(C(=O)O)N1C(=O)c2ccc(Oc3ccc(Cl)cc3)cc2C1=O (stereo not given)	i	-1.6	-1.63
Cc1nnc(Nc2ccc(C(=O)NCCO)cc2)c2ccccc12	i	-0.1	-1.78
COc1ccccc1CN1C(=O)[C@H]2Cc3c([nH]c4ccccc34)C(C)(C)N2C1=O	i	-0.5	-0.29
COc1cccc(C(=O)OCC(=O)c2c[nH]c3ccccc23)c1O	i	0.1	0.01
COc1ccccc1OCC(=O)NCC1CCCCC1	i	-1.4	1.41
C[C@H](NC(=O)C1CC(=O)N(c2ccc3c(c2)OCCO3)C1)C(=O)N1CCCCC1 (stereo not given in full)	i	0.3	-1.04
O=C(COC(=O)Cc1cccc(C(F)(F)F)c1)Nc1ccc2c(c1)OCCO2	i	-0.3	-0.01
COc1ccc(C2N(Cc3ccccc3)CCN2Cc2ccccc2)cc1[N+](=O)[O-]	i	0.0	-0.52
Cc1ccc(NC(=O)Cc2sc(C)nc2-c2ccc(C)cc2)cc1	i	-1.1	0.13
CCN(CC)S(=O)(=O)c1cc(C(=O)Nc2ccc(Cl)cn2)ccc1C	i	0.3	0.53
CN(C)S(=O)(=O)N1CCN(C(=O)c2ccccc2)CC1	i	-0.5	0.33
CCN(CC)CCC(c1cc(OC)c(OC)c(OC)c1)c1c(O)cc(OC)cc1OC (stereo not given)	i	-2.7	1.78
CCOC(=O)C1=C(C)N=C2SC(C(=O)OC)=CC(=O)N2C1c1cccc(OC)c1 (stereo not given)	i	-2.8	-0.51
Cc1cccc(NC(=O)CSc2ccc(C(N)=O)cc2[N+](=O)[O-])c1C	i	2.5	1.34
Cc1ccc2nc(NC(=O)CN(C)S(=O)(=O)c3cccc4nsnc34)sc2c1	i	-0.1	-1.5
CCC(=O)c1cc2c(C)cc(=O)oc2c(C)c1O	i	0.1	1.58
Cn1c(CSc2ccccc2)c(C#N)c2ccccc21	i	-0.8	0.36
CN1CCN(NC(=O)c2ccc(Br)c(S(=O)(=O)N3CCOCC3)c2)CC1	i	0.0	1.55
CC(C)N(C(C)C)S(=O)(=O)c1ccc(N2CCc3ccccc3C2)nc1	i	-1.6	2.06
Cc1ccc(N=Cc2c(O)n(-c3cc(Cl)ccc3N3CCOCC3)c(=O)c3ccccc23)cc1C	i	-1.6	-0.53
Cc1cc(C(=O)Nc2ccc(Br)cc2)cs1	i	-0.2	1.69
CC(C)Cn1cc(C(=O)NCCCOC(C)C)c2c3ccccc3n(C)c2c1=O	i	-0.8	-1.21
Cc1ccc(NC(=O)CN2CCOCC2)c(Br)c1	i	-1.7	0.05
CN(C)S(=O)(=O)c1cc(NC(=O)CSc2ncc(C(F)(F)F)cc2Cl)ccc1Cl	i	-0.8	0.44
COc1ccccc1C(=O)N/C(=C\c1ccccc1)C(=O)NCc1ccco1	i	-2.1	0.86
COc1ccc(CCC(=O)Nc2sccc2C#N)cc1	i	0.4	2.03
COc1ccc(Cl)cc1NC(=O)CCc1nnc2ccc(N3CCC4(CC3)OCCO4)nn12	i	-0.9	0.16
COc1cc2cnncc2cc1OC	i	1.4	1.39
CS(=O)(=O)c1ccc(Cl)c(NC(=O)CSc2nc3ccccc3c(=O)n2Cc2ccco2)c1	i	-2.2	1.6
Cc1ccc(S(=O)(=O)Nc2cnn(-c3ccccc3)c(=O)c2Cl)cc1	i	-1.0	0.8
Cc1cccc(NS(=O)(=O)c2ccc(C3CCCCC3)cc2)n1	i	-1.0	-0.03
CC(Oc1ccc2c(-c3ccccc3)cc(=O)oc2c1)C(=O)NCc1ccccn1 (stereo not given)	i	-0.5	1.02
COc1ccc(CC(=O)Nc2ccc(-c3nnc(-c4ccccc4)o3)cc2)cc1OC	i	.	0.33
Cc1ccc(C)c(N(C)S(=O)(=O)c2ccc3[nH]cc(C(=O)NCCN4CCOCC4)c(=O)c3c2)c1	i	-1.5	0.91
COc1cccc(C(=O)NCCCNC(=O)c2cccc(OC)c2)c1	i	.	0.87
O=S(=O)(Nc1ccc2c(c1)oc1ccccc12)N1CCCC1	i	-1.7	-0.61

(listing goes on)
SMILES	KCNQ2 inh	STK33 kinase inh	Kir21 block
C/C(N)=C(/C#N)C(=O)COC(=O)c1cc(-c2ccc(C)cc2)nc2ccccc12	i	-2.8	1.76
COc1ccc(OC2C(=O)N(Cc3ccc(F)cc3)C2c2ccc(OC)c(OC)c2)cc1 (stereo not given)	i	1.0	0.98
CSC1=NC(C(Cl)(Cl)Cl)N=C(c2ccc(C)cc2)N1 (stereo not given)	i	-1.1	2.18
CCn1c(C)nc2cc(C(=O)N/N=C(\C)c3ccc(N4CCOCC4)cc3)ccc21	i	-1.4	0.22
N/C(=N\OC(=O)c1ccco1)c1ccc(Cl)cc1	i	-0.3	0.69
O=C(Cn1cc([N+](=O)[O-])cn1)NCc1ccccc1	i	-1.5	0.82
CCOC(=O)N1CCC(N(CCN(C)C)C(=S)Nc2cc(Cl)ccc2C)CC1	i	-2.2	0.31
CCOC(=O)N1CCN(C(=O)c2ccc3ccccc3c2)CC1	i	-0.4	0.57
O=C(Nc1ccc(Cl)cn1)c1ccc(-c2ccc(Cl)c(Cl)c2)o1	i	-1.7	0.22
COc1ccccc1NC(=O)CSc1nnc(Cn2cnc3ccccc32)o1	i	-1.2	0.08
O=C(CSc1ccc(-c2cccnc2)nn1)N1CCCCCC1	i	-0.3	-1.91
O=C(Nc1nc2cc3c(cc2s1)OCO3)C1CC1	i	-0.1	1.29
O=C(CC1SCCNC1=O)Nc1cc(Cl)cc(Cl)c1 (stereo not given)	i	0.9	1.51
COC(=O)Nc1ccc(S(=O)(=O)Nc2cc(C(F)(F)F)c[nH]c2=O)cc1	i	-0.9	-0.67
COC(=O)Cn1ncn2cccc2c1=O	i	-0.6	0.1
COc1ccccc1-c1noc(CCC(=O)Nc2ccccc2Cl)n1	i	-1.7	0.46
COc1ccc(CN2C(=O)c3ccccc3C(/C=N\OCc3ccc(F)cc3)C2=O)cc1 (stereo not given)	i	0.0	0.26
COc1cc(/C=N/NC(=O)c2nnn(-c3nonc3N)c2-c2cccs2)ccc1O	i	4.0	0.94
CCOC(=O)c1[nH]cnc1C(=O)NC1CCCCC1	i	0.4	-0.3
CC1=C(C(=O)Nc2cc(C)ccn2)C(c2cnn(C)c2)C2=C(CC(c3ccccc3)CC2=O)N1 (stereo not given)	i	-1.0	-0.84

Six entries from above, arranged by the value under STK33 kinase inh, lowest first:
| Molecule | STK33 kinase inh |
| --- | --- |
| CS(=O)(=O)c1ccc(Cl)c(NC(=O)CSc2nc3ccccc3c(=O)n2Cc2ccco2)c1 | -2.2 |
| Cc1ccc(S(=O)(=O)Nc2cnn(-c3ccccc3)c(=O)c2Cl)cc1 | -1.0 |
| COC(=O)Nc1ccc(S(=O)(=O)Nc2cc(C(F)(F)F)c[nH]c2=O)cc1 | -0.9 |
| CN(C)S(=O)(=O)N1CCN(C(=O)c2ccccc2)CC1 | -0.5 |
| Cc1ccc2nc(NC(=O)CN(C)S(=O)(=O)c3cccc4nsnc34)sc2c1 | -0.1 |
| CSCCC(NC(=O)C1CCC(C)CC1)C(=O)Nc1ccc(NC(C)=O)cc1 (stereo not given) | 0.7 |

The list continues.
SMILES	KCNQ2 inh	STK33 kinase inh	Kir21 block
O=C(Cc1nc(=O)c2ccccc2s1)Nc1ccccc1	i	-0.2	0.16
Cc1onc(-c2c(F)cccc2Cl)c1C(=O)Nc1cccc(S(=O)(=O)NC2=NCCC2)c1	i	-0.3	-0.9
COCCn1c(SCC(=O)NC2CCCCC2C)nc2ccccc2c1=O (stereo not given)	i	0.6	-0.13
COc1cc(/C=N/NC(=O)CN2CCCCC2)ccc1OCc1ccc(Br)cc1	i	0.8	-6.56*
CCCn1c(NC(=O)c2ccc(F)cc2)nc2ccccc21	i	-1.7	0.58
O=C(NNC(=O)c1cc(Br)ccc1Cl)c1csc(N2CCOCC2)n1	i	-1.7	0.02
CCCOc1ccc(-c2nn(-c3ccccc3)cc2/C=C2\SC(N)=NC2=O)cc1	i	-0.5	-0.49
COc1ccc(-c2nc(CS(=O)CC(=O)NC3CCCCC3C)c(C)o2)cc1 (stereo not given)	i	-0.2	0.76
Cc1ccc(Nc2nc(N)c3ccccc3n2)cc1C	i	4.6	-2.31
O=C(CCC(=O)N1CCSc2ccccc21)Nc1cccc(F)c1	i	0.9	-0.27
O=C(OCc1cccc(F)c1)c1cc2ccccc2cc1O	i	.	0.72
CCCCCC(=O)Nc1cccc(C2=NOC3(C2)C[C@@H](C(N)=O)N(C(=O)CC(c2ccccc2)c2ccccc2)C3)c1 (stereo not given in full)	i	-0.4	-0.52
COc1cc(-n2cnnn2)ccc1S(=O)(=O)N1CCOCC1	i	-0.5	-0.66
COc1ccccc1/C=N/NC(=O)c1nnn(-c2nonc2N)c1-c1ccccc1	i	-1.4	1.27
COc1ccc(N2CCN(C(=O)CCNS(=O)(=O)c3ccc(C)cc3)CC2)cc1	i	-1.7	-0.02
O=C(N/N=C/c1c(O)ccc2ccccc12)c1cccc(C(F)(F)F)c1	i	0.2	-2.39
CCOC(=O)C1CCN(C(=O)CSc2nc3ncccc3[nH]2)CC1	i	-1.7	-0.48
CCOC(=O)c1ccccc1NC(=O)CN1C(=O)NC(C)(CCc2ccccc2)C1=O (stereo not given)	i	5.1	2.3
CSCC[C@H](NC(=O)c1ccc(Cl)c([N+](=O)[O-])c1)c1nc2ccccc2[nH]1	i	-1.2	0.1
O=C1C2C3CCC(C3)C2C(=O)N1Cc1ccco1 (stereo not given)	i	0.0	0.25
COCCCN=Cc1c(C)[nH]n(-c2ccc(Br)c(C)c2)c1=O	i	0.4	1.42
Cn1c(=O)c2c(nc(NNC(=O)C(F)(F)F)n2C)n(C)c1=O	i	-2.4	-0.11
C#CCOCCOCCOCCNc1nc(N2CCN(C(=O)Cn3cc(CCCCN)nn3)CC2)nc(N2CCN(C(=O)Cn3cc(CC(C)O)nn3)CC2)n1 (stereo not given)	i	0.0	-2
NC(=O)NC(c1ccccc1)c1cccc2ccccc12 (stereo not given)	i	1.1	-1.79
COc1cc2c(cc1OC)C(C1(O)CCCCC1)NCC2 (stereo not given)	i	-1.7	1.55
C/C=C/c1ccc(OCC(=O)Nc2ccncc2)c(OC)c1	i	11.3	0.6
COc1ccc(NC(=O)c2ccc3c(c2)OCCO3)cc1OC	i	1.1	1.3
Cc1ccc(S(=O)(=O)N2CCC(C(=O)NCCN3CCOCC3)CC2)cc1C	i	-1.1	1.09
COc1ccc(CN2C(=O)[C@@H]3Cc4c([nH]c5ccccc45)C(C)(C)N3C2=O)cc1	i	0.1	-0.39

An excerpt of these results, with values under each structure.
Screens in order – KCNQ2 inh, STK33 kinase inh, Kir21 block
- C#CCOCCOCCOCCNc1nc(N2CCN(C(=O)Cn3cc(CCCCN)nn3)CC2)nc(N2CCN(C(=O)Cn3cc(CC(C)O)nn3)CC2)n1 (stereo not given)
    i, 0.0, -2
- NC(=O)NC(c1ccccc1)c1cccc2ccccc12 (stereo not given)
    i, 1.1, -1.79
- COc1cc2c(cc1OC)C(C1(O)CCCCC1)NCC2 (stereo not given)
    i, -1.7, 1.55
- C/C=C/c1ccc(OCC(=O)Nc2ccncc2)c(OC)c1
    i, 11.3, 0.6
